MCF10A rereplic = DNA re-replication induction in MCF 10a cells. MCF 10A DNA re-replication, Hoechst nuclear intensity, 48 h. Potency, µM (series often up to 46.1 µM), inactives show at the top dose activity, positive = re-replication, hits mostly activators. 350,000 compounds, 2.9% hits. AID 624296; note: potency is the fitted concentration of half-maximal effect; % of control where 0% means no effect; nearly all actives have a fitted effect of over 50% in size
S2 tox = reduces viability in counter-screen for ATXN expression inhibitors. S2 cells (HEK-293 line with an ATXN2-luciferase reporter) viability, CellTiter-Fluor protease fluorescence, 24 h. Potency, µM (titrated, usually from 56.7 µM), usual class: cytotoxic. 400,000 compounds, 0.49% hits. AID 651635; note: potency is the fitted concentration of half-maximal effect; nearly all actives have a fitted effect of over 40% in size
IL1B secr inh = inflammasome signaling inhibition, IL-1 beta readout | THP-1 LPS/ATP IL-1B secretion, AlphaLISA, 16 h; hits give low values | activity change, % at 57.5 µM | 360,000 compounds, 4.7% hits; in the data active = activity change below about -50%; inconclusive = mostly about -30% to -49%; note: % is set by controls: 0 for no effect and ±100 for the full control effect
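Secreted IL-1B measured by AlphaLISA bead assay after 16 h compound exposure of THP-1 cells; compounds (final up to 57.5 uM) added 1 h before LPS (250 ng/mL) and ATP (1.25 mM) stimulation; lower signal means less secretion.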
HepG2 tox = HepG2 cytotoxicity, counter-screen for TGF-b inhibitors; HepG2 CAGA-GFP viability, ATP luminescence, 18 h; Potency, µM (top dose mostly 46.1 µM), for inactives: top-dose activity change, negative = cytotoxicity, actives largely listed as cytotoxic; 410,000 compounds, 0.76% hits; note: potency is the fitted concentration of half-maximal effect; some results filed as inactive show a strong effect at the top dose
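CellTiter-Glo luminescence gave cytotoxicity after 18 hours at 37 degrees C. The cells were HepG2 CAGA-GFP in 1% FBS DMEM, stimulated with 500 pg/mL TGF-beta after compound addition. %Activity was normalised to no-cell wells (complete cell-killing) and DMSO (no toxicity), and curves were fitted and classified.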
A549 viability = counter-screen for Nrf2 inhibitors: cytotoxicity in A549 cells | A549 ARE-Fluc cells, CellTiter-Fluor viability, 18-24 h | Potency, µM (top dose mostly 46 µM), without a hit: at the top dose activity change, negative = cytotoxicity, usual class: inhibitors | 390,000 compounds, 0.16% hits | AID 504648; note: potency is the fitted concentration of half-maximal effect; % is set by controls: 0 for no effect and ±100 for the full control effect
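A549 ARE-Fluc cells in 5% FBS OPTI-MEM, 5000 cells/well, rested 2 h then exposed to compounds in concentration-response for 18-24 h at 37 °C. Viability by CellTiter-Fluor fluorescence (Ex 405/Em 525) after 30 min; luciferase luminescence (BugLite, 15 min, RT) read afterwards.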
ATXN2 expr inh = reduces ATXN2 reporter expression in HEK-293 cells | HEK-293 ATXN2-luciferase reporter, luminescence, 24 h | 360,000 compounds, 0.72% hits | AID 1745845 | Potency, µM (series often up to 57 µM), inactives show top-dose activity change, negative = inhibition, usual class: inhibitors; note: potency is the fitted concentration of half-maximal effect; % is set by controls: 0 for no effect and ±100 for the full control effect; nearly all actives have a fitted effect of over 55% in size
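ATXN2-luciferase reporter cells (luciferase flanked by upstream and downstream ATXN2 gene portions) were treated 24 h at 37 °C with compounds at up to 57 uM. SteadyGlo luminescence gave expression; GF-AFC fluorescence gave viability.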
TGFb SMAD3 inh = inhibitors of TGF-b signaling; HepG2 CAGA-GFP TGF-b/SMAD3 reporter, GFP fluorescence, 18 h; TGF-beta stimulated, 500 pg/mL final; Potency, µM (top dose mostly 46.1 µM), without a hit: top-dose activity, negative = inhibition, most hits filed as inhibitors; 410,000 compounds, 1.2% hits; AID 588855; note: potency is the fitted concentration of half-maximal effect; % is set by controls: 0 for no effect and ±100 for the full control effect; nearly all actives have a fitted effect of over 65% in size
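Inhibition of TGF-beta-driven CAGA-GFP reporter expression in HEPG2 cells is measured by cellular GFP fluorescence after 18 h stimulation with 500 pg/mL recombinant TGF-beta in 1% FBS medium at 37 degrees C.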
Nrf2 block = inhibitors of Nrf2 signaling | A549 ARE-Fluc reporter, luciferase luminescence, 18-24 h | Potency, µM (series often up to 46 µM), inactives show at the highest dose activity change, negative = inhibition, usual class: inhibitors | 360,000 compounds, 2.1% hits | AID 504444; note: potency is the fitted concentration of half-maximal effect; % is set by controls: 0 for no effect and ±100 for the full control effect; nearly all actives have a fitted effect of over 60% in size
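A549 ARE_Fluc cells (5000/well, 5% FBS OPTI-MEM) pre-incubated 2 h, then treated with compounds 18-24 h at 37C/5% CO2 in concentration-response. CellTiter-Fluor viability read first; BugLite luciferase luminescence after 15 min at room temperature gives Nrf2 activity.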
Nrf2 ARE act = activators of Nrf2 (ARE) signaling; AREc32 ARE-luciferase reporter (MCF7-derived line), luminescence, 24 h; Potency, µM (doses to about 46.1 µM), for the others: top-dose activation, hits mostly activators; 410,000 compounds, 0.31% hits; note: potency is the fitted concentration of half-maximal effect; % of control where 0% means no effect; nearly all actives have a fitted effect of over 65% in size
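Luciferase luminescence (Steady-Glo, 30 min at room temperature) served as the read-out of ARE activation in AREc32 cells treated with compounds for 24 hr at 37 deg C.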
Active calls of the source: *; i = inactive; ? = inconclusive; . = not tested or not shown; & = joins results of further samples; [ ] = remark or other dose. Unless noted, calls come from the whole dose curve; as a rule, active = well fitted curve in the direction sought with a large enough effect; inconclusive = small, poorly fitted or top-dose-only effect, or another doubt; inactive = no such curve, though single readings can be large; an effect the other way counts as inactive or inconclusive.

SMILES	MCF10A rereplic	S2 tox	IL1B secr inh	HepG2 tox	A549 viability	ATXN2 expr inh	TGFb SMAD3 inh	Nrf2 block	Nrf2 ARE act
COc1cc(C(=O)N2CCN(S(=O)(=O)c3ccc(Cl)cc3)CC2)ccc1OCC(=O)N1CCOCC1	?	i	0	9%	0%	0%	6%	0%	-0.5%
NC(=O)c1c(N)sc(=S)n1CC1CCCO1 (stereo not given)	1%	i	12	1%	-1%	2%	18%	-7%	-0.4%
Cc1ccc(C(=O)Nc2ccc(Br)c(C(F)(F)F)c2)cc1	?	i	?	-28%	.	-25%	0%	1.6µM*	2.3%
CC1(C)CC(=O)C=C(C(=O)N2CCCC(CCC(=O)NCc3ccccc3F)C2)O1 (stereo not given)	1%	?	8	7%	-1%	10%	7%	2%	-0.2%
CCC(=O)Nc1c(C)nn(C(=O)CC)c1C	12%	i	8	14%	-3%	-6%	7%	11%	0.0%
CCOC(=O)c1c(NC(=O)Cn2cnc([N+](=O)[O-])n2)sc2c1CCCC2	14%	i	-6	-40%	10%	-5%	-3%	10%	3.7%
Cc1[nH]c2ccccc2c1C(=O)CN1C(=O)C(=O)N(Cc2ccco2)C1=O	0%	i	19	11%	-24%	-7%	13%	?	0.6%
O=C(NCCCN1CCCC1=O)c1c(O)nc2sccn2c1=O	2%	i	-2	-3%	5%	0%	10%	1%	-0.8%
COc1ccc(S(=O)(=O)Nc2ccc(S(=O)(=O)Nc3cc(C)nc(C)n3)cc2)cc1OC	-3%	i	16	22%	-3%	10%	34%[activator]	11%	-0.3%
CCOc1cc(N2CCOCC2)c(OCC)cc1NC(=O)CSc1ncn[nH]1	0%	i	5	4%	-1%	-9%	-4%	10%	-0.3%
CC1(C)CC(NC(=O)c2ccc(Cl)c(Cl)c2)CC(C)(C)N1	22%	?	-12	-84%	0%	-44%	-12%	-4%	-0.4%
CCC1=C(c2ccc(C)cc2)S(=O)(=O)N=C1N1CCC(C(=O)NCc2ccc(N(C)C)cc2)CC1	.	i	.	-12%	0%	-4%	?	?	0.2%
CCC(CC)C(=O)Nc1cccc(-c2nc3cccnc3s2)c1	.	.	.	1%	11%	.	?	-5%	0.4%
Cc1cc(C)c(S(=O)(=O)NCc2csc(-c3ccccc3)n2)c(C)c1	.	.	.	-56%	-2%	.	.	-21%	0.8%
COc1ccc(NC(=O)c2cc3cccc(OC)c3oc2=Nc2ccc(C(=O)O)cc2)cc1OC	0%	?	-1	-2%	1%	2%[11.3 µM]	11%	-12%	2.4%
Cc1cc(-c2cc(C(=O)O)c3ccccc3n2)c(C)s1	-7%	i	12	-1%	-3%	4%	6%	18%	-0.2%
Cc1ccc(NS(=O)(=O)c2cc(-c3n[nH]c(=O)c4ccccc34)ccc2C)cc1	?	?	-3	-4%	-8%	-9%	?	?	5.5%
O=C(NNC(=O)C1CC1)c1ccccc1[N+](=O)[O-]	6%	i	-4	6%	1%	2%	-2%	7%	-0.8%
Cc1ccc(NC(=O)N2CCc3c(sc4c3CCCC4)C2c2ccccc2)cc1F (stereo not given)	.	?	.	-29%	-5%	3%	-16%	.	5.4%
O=c1c2ccccc2cnn1-c1ccc2ccccc2c1	1%	i	6	-26%	-21%	5%	0%	?	15%
CC(C)OC(=O)CSc1nnc(-c2ccncc2)n1N	5%	i	-7	-11%	-1%	1%	?	3%	-0.3%
O=S(=O)(Nc1nc2ccccc2nc1NCC1CCCO1)c1cccc(Cl)c1 (stereo not given)	13%	i	33	-14%	0%	-7%	?	-24%	-0.4%
COc1ccc2[nH]c3c(N4CCN(Cc5ccc6c(c5)OCO6)CC4)ncnc3c2c1	?	?	?	-44%	-16%	28µM*	?	?	7.5%
CC(C)(C)NC(=O)C(c1ccncc1)N(Cc1ccco1)C(=O)c1ccc(-c2ccccc2)[nH]1 (stereo not given)	21µM*	i	39	-12%	-3%	29%	-7%	-21%	14%
COC(=O)c1ccc2c(c1)N(C)S(=O)(=O)c1cnc(SCC(=O)C(C)(C)C)nc1-2	14%	i	103	-10%	0%	3%	16%	0%	0.7%

3 of the entries above in order of their number in TGFb SMAD3 inh, descending:
structure | IL1B secr inh | TGFb SMAD3 inh | Nrf2 ARE act
CC1(C)CC(=O)C=C(C(=O)N2CCCC(CCC(=O)NCc3ccccc3F)C2)O1 (stereo not given) | 8 | 7% | -0.2%
O=C(NNC(=O)C1CC1)c1ccccc1[N+](=O)[O-] | -4 | -2% | -0.8%
CCOC(=O)c1c(NC(=O)Cn2cnc([N+](=O)[O-])n2)sc2c1CCCC2 | -6 | -3% | 3.7%

Later entries:
SMILES	MCF10A rereplic	S2 tox	IL1B secr inh	HepG2 tox	A549 viability	ATXN2 expr inh	TGFb SMAD3 inh	Nrf2 block	Nrf2 ARE act
Cc1ccc(CNC(=O)C2CCN(S(=O)(=O)c3c(C)noc3/C=C/N(C)C)CC2)cc1	?	i	0	-1%	3%	0%	-6%	-9%	-0.6%
CCOc1ccccc1N(CC(=O)Nc1ccccc1Br)S(=O)(=O)c1ccccc1	.	.	1	1%	.	.	-11%	.	-0.6%
Cc1cc(C)c([N+](=O)[O-])cc1NCC(=O)N1CCN(c2ccccc2)CC1	2%	i	0	-8%	1%	-28%	14%	-14%	0.4%
CCc1nnc(NC(=O)c2ccc(S(=O)(=O)N(C)c3ccccc3)cc2)o1	7%	i	34	3%	-16%	?	-11%	?	-1.6%
COc1ccc(NC(=O)c2cc(C)nc3ccccc23)cc1S(=O)(=O)N1CCOCC1	0%	i	-17	-13%	2%	-21%	9%	?	-0.1%
O=C(O)C1OC(Oc2c(-c3ccc(O)c(O)c3)oc3cc(O)cc(O)c3c2=O)C(O)C(O)C1O (stereo not given)	-11%	i	24	-42%	-11%	-5%	-11%	6%	-0.6%
COc1ccc(-c2csc3ncnc(N4CCN(c5ccccc5Cl)CC4)c23)cc1	18µM*	?	-4	-20%	1%	-38%	?	?	0.0%
Cc1ccc2cc(C(=O)O)c(C)nc2c1	2%	i	3	7%	2%	-1%	-5%	.	-0.4%
CCC(CC)C(=O)Nc1nnc(S(=O)(=O)N2CCc3ccccc32)s1	0%	?	12	-16%&-11%	1%&-1%	5%&-1%	-3%&-1%	16%&-4%	-0.5%&5.1%
CC(=O)NC1C(=O)N(CCN2CCOCC2)c2ccc(Br)cc21 (stereo not given)	12%	i	6	-21%	-4%	.	3%	1%	0.4%
CC1=C(C(=O)OCC(C)C)C(c2ccc(OCc3ccccc3)cc2)N2C(=O)CCSC2=N1 (stereo not given)	.	i	.	-11%	-1%	-14%	?	-28%	4.8%
CCOc1ccccc1NC(=O)C(OC(=O)c1ccc(CC)cc1)c1ccccc1 (stereo not given)	7%	i	4	9%	5%	-5%	-2%	10%	-0.5%
COC(=O)c1ccc(C(NC(=O)OCc2ccccc2)/C(F)=C/[C@@H](C)C(=O)NCc2ccc(OC)c(OC)c2)cc1 (stereo not given in full)	?	?	-9	-34%	-8%	?	-18%	?	7.6%
CCN(c1ncnc2c1cnn2-c1cccc(Cl)c1)C1CCCCC1	.	i	.	-4%	21%	59%[activator]	2%	.	0.2%
COc1ccc(CC(=O)O/N=C(\N)c2cccc([N+](=O)[O-])c2)cc1	0%	i	21	-20%	-4%	1%	-2%	-6%	3.6%
COc1ccc(CCn2c(=S)[nH]c3cc(C(=O)N4CCOCC4)ccc3c2=O)cc1OC	4%	.	42	-13%	-8%	?	10%	-26%	0.4%
CCC(NC(=O)C1(C)CC1(Br)Br)c1ccc(C)cc1 (stereo not given)	-3%	i	9	7%	13%	-1%	-2%	.	-0.6%
CC(=O)Nc1ccc2c(c1)CCCC2=O	-5%	i	20	-54%	-2%	.	-9%	7%	2.7%

Among those listed so far, six contain an NH in an aromatic ring:
SMILES	MCF10A rereplic	S2 tox	IL1B secr inh	HepG2 tox	A549 viability	ATXN2 expr inh	TGFb SMAD3 inh	Nrf2 block	Nrf2 ARE act
Cc1[nH]c2ccccc2c1C(=O)CN1C(=O)C(=O)N(Cc2ccco2)C1=O	0%	i	19	11%	-24%	-7%	13%	?	0.6%
CCOc1cc(N2CCOCC2)c(OCC)cc1NC(=O)CSc1ncn[nH]1	0%	i	5	4%	-1%	-9%	-4%	10%	-0.3%
Cc1ccc(NS(=O)(=O)c2cc(-c3n[nH]c(=O)c4ccccc34)ccc2C)cc1	?	?	-3	-4%	-8%	-9%	?	?	5.5%
COc1ccc2[nH]c3c(N4CCN(Cc5ccc6c(c5)OCO6)CC4)ncnc3c2c1	?	?	?	-44%	-16%	28µM*	?	?	7.5%
CC(C)(C)NC(=O)C(c1ccncc1)N(Cc1ccco1)C(=O)c1ccc(-c2ccccc2)[nH]1 (stereo not given)	21µM*	i	39	-12%	-3%	29%	-7%	-21%	14%
COc1ccc(CCn2c(=S)[nH]c3cc(C(=O)N4CCOCC4)ccc3c2=O)cc1OC	4%	.	42	-13%	-8%	?	10%	-26%	0.4%
